# RXFP1 agonist: RXFP1 (human) receptor agonism. Q9HBX9. hit rate 0.3% among 370,000. AID 2676. Potency, µM (series often up to 57.5 µM), for inactives: at the highest dose activation, most hits filed as activators. HEK293T-RXFP1 cAMP TR-FRET, 30 min; response scale: percent of porcine relaxin response, buffer zero; note: potency is the fitted concentration of half-maximal effect; % is set by controls: 0 for no effect and ±100 for the full control effect; nearly all actives have a fitted effect of over 60% in size; many of its hits are not listed in these tables
#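 cAMP rise read by TR-FRET after 30 min, 37C compound exposure (up to 58 uM) in RXFP1-transfected HEK293 cells with Ro 20174 present. EC50 from Hill-equation fits, with 29 nM porcine relaxin as 100% and buffer as basal.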
# TRHR agonist: TRH receptor (human) agonism; TRHR cells, calcium flux fluo-8, FDSS agonist mode; activation, % at 2 µM; P34981; AID 493084; hit rate 0.18% among 360,000; in the data active = activation above about 30%; note: 0% is about no effect
#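 Fluo-8-loaded TRHR cells; 10 s baseline, compound added, kinetic Ca2+ fluorescence read 1/s, agonist mode.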
# D1 PAM: human D1 dopamine receptor positive modulation | AID 504651 | potentiation, % at 10 µM | P21728 | HEK293 TREx D1 cells, calcium flux, dopamine EC20 potentiation | hit rate 0.036% among 360,000; in the data active = potentiation above about 30%; note: 0% is about no effect
# Target sequence (P21728 whole entry, looked up): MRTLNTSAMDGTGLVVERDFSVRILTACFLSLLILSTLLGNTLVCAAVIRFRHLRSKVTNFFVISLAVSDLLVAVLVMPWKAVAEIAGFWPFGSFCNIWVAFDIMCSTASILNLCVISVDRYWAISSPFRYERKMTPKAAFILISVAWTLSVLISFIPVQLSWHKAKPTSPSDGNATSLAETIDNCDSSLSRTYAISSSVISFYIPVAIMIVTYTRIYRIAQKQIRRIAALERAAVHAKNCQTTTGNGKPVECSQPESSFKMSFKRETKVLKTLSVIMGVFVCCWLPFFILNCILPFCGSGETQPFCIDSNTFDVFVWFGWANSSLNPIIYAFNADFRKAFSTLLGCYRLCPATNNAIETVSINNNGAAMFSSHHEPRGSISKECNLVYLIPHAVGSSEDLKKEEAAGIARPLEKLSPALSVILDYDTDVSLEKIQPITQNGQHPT
# D1 agonist: agonists of human D1 dopamine receptor | P21728 | HEK293 T-REx D1 cells, calcium flux, agonist mode | activation, % at 2 µM | hit rate 1% among 360,000; in the data active = activation above about 30%; note: 0% is about no effect
#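 Inducible HEK293 T-REx D1 cells, force-coupled to calcium signalling, were plated at 4000 cells/well with tetracycline and held overnight at 30 C. After no-wash calcium dye loading, compound-evoked calcium rise over 180 s flagged agonists.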
# RXFP1 antag: antagonists of human relaxin receptor RXFP1. HEK293-RXFP1, relaxin-stimulated cAMP HTRF, 30 min; hits give low values. Q9HBX9. hit rate 0.59% among 350,000. AID 1259400. activity change, negative = inhibition, % at 57.5 µM;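 active = activity change of -60% or lower, but not beyond a set lower limit; inconclusive = change between -60% and -40%, or beyond the set limit; inactive = change above -40%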; note: % is set by controls: 0 for no effect and ±100 for the full control effect
# D2 potentiator: D2 dopamine receptor (human) potentiation; potentiation, % at 10 µM; hit rate 0.34% among 340,000; HEK293 T-REx D2, calcium flux, EC20 dopamine potentiation; P14416;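 active = potentiation over 3 SD above the plate norm, cut at about 30% in these data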; note: 0% is about no effect
# Target sequence (P14416 whole entry, looked up): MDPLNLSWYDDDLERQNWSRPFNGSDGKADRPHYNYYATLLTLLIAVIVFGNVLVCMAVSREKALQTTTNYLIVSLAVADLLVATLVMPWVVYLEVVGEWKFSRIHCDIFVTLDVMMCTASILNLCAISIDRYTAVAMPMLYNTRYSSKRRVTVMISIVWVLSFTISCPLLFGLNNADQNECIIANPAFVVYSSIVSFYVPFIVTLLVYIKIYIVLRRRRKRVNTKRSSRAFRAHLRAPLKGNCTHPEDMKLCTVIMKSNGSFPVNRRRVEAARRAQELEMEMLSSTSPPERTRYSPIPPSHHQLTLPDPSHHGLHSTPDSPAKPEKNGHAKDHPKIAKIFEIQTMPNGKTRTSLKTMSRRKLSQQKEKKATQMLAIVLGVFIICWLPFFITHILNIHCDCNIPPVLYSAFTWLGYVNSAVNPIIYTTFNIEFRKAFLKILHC
#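 Potentiation of an EC20 dopamine calcium response measured kinetically over 180 s, after a preceding 180 s compound-only read flagging agonists. Cells: inducible Hek293 Trex D2 line, 4000/well, cultured overnight at 30 C before dye loading.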
# Anesthetic bind: candidate novel general anesthetic via apoferritin binding. P02791. apoferritin/1-aminoanthracene competitive binding, fluorescence. Potency, µM (series often up to 77.5 µM), for inactives: at the top dose activity change, negative = displacement, most hits filed as inhibitors. hit rate 0.074% among 350,000; note: potency is the fitted concentration of half-maximal effect; % is set by controls: 0 for no effect and ±100 for the full control effect; nearly all actives have a fitted effect of over 20% in size
# Target sequence (P02791 2-175 limits assumed): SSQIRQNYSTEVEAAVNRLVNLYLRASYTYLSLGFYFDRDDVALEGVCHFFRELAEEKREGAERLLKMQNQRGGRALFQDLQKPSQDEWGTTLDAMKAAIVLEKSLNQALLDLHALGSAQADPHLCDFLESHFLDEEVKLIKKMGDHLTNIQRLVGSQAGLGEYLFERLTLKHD
#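 Read-out: endpoint 1-AMA fluorescence, excitation 380 nm and emission 535 nm, after compounds sit 10 min at room temperature with 10 uM horse-spleen apoferritin in 50% saturated 1-AMA/PBS. Values come from four-parameter Hill fits.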
# TRHR PAM: allosteric enhancers of human TRH receptor. P34981. enhancement, % at 2 µM. hit rate 0.66% among 360,000. TRHR cells, fluo-8 calcium fluorescence, EC20 TRH enhancement; in the data active = enhancement above about 30%; note: 0% is about no effect
#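 Enhancer read-out: after compound pinning and an initial kinetic agonist-mode read, an EC20 of TRH (10 nM final) was injected and fluo-8 calcium signal (Ex 480/Em 530) followed at 1 s/cycle for 100 cycles in TRHR-expressing cells.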
# D1 antagonist: antagonists of human D1 dopamine receptor | HEK293 TREx D1 cells, calcium flux, dopamine EC80; hits give low values | activity change, negative = inhibition, % at 10 µM | hit rate 3.2% among 360,000; in the data active = activity change below about -30%; note: % is set by controls: 0 for no effect and ±100 for the full control effect
#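 Cells carrying a force-coupled, tetracycline-inducible human D1 receptor report calcium flux. Each well gets a 10 s baseline, compound with 180 s monitoring, then an EC80 dopamine stimulus with a second 180 s kinetic read.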
# An asterisk follows results filed as active; ? = inconclusive; . = no result given; [ ] = remark or other dose. Unless noted, calls come from the whole dose curve; as a rule, active = well fitted curve in the direction sought with a large enough effect; inconclusive = small, poorly fitted or top-dose-only effect, or another doubt; inactive = no such curve, though single readings can be large; an effect the other way counts as inactive or inconclusive. Some of the compounds tested; the hit share may differ from the screen's.
SMILES,RXFP1 agonist,TRHR agonist,D1 PAM,D1 agonist,RXFP1 antag,D2 potentiator,Anesthetic bind,TRHR PAM,D1 antagonist
Cc1c(Cl)cccc1NC(=O)CN1C(=O)CCn2nc(-c3cccn3C)cc21,4.8%,0.2,0,3,-10,2,-17%,3,-4
CCOC(=O)CSC1=NC(=O)CS1,2.9%,2.8,0,6,8,-1,-4%,2,-8
Cc1c(Nc2nc3ccccc3n3c(C)nnc23)cccc1C(=O)O,4.3%,-0.3,-1,11,-2,-8,-14%,-4,-18
COc1ccc(NC(=O)/C(Cl)=C(/Cl)S(=O)Cc2ccc(Cl)cc2)cn1 (centres undefined),-2.3%,1.3,-7,0,?,1,-6%,-17,-33*
CCC(=O)NNC(=O)c1cc(COc2cc(Cl)cc(Cl)c2)on1,0.9%,-0.3,-3,5,9,8,-14%,-1,-2
CN(C1CCCCC1)S(=O)(=O)c1ccc2c(c1)c(=O)c(C(=O)NCc1ccccc1Cl)cn2C,2.7%,-0.1,0,2,5,-1,-13%,-4,12
O=C(NCCOc1cccc(Cl)c1Cl)c1cc(-n2cnnc2)ccc1Cl,0.1%,-0.8,-5,3,-1,-12,-18%,-1,-16
COc1ccc(Cl)cc1NC(=O)C1CC(c2ccccc2O)=NO1 (centres undefined),-0.1%,-0.2,4,4,5,2,0%,-9,-6
CC(C)CNC(=O)COC(=O)CCC(=O)c1ccc(Cl)cc1,5.7%,-0.1,4,13,5,-1,-19%,-20,7
CC1=C(C(=O)Nc2ccccc2C)C(c2ccc(C)o2)NC(=S)N1 (centres undefined),-3.3%,0.0,-7,1,-9,10,-3%,-4,8
Cc1ccccc1CS(=O)(=O)c1nnc([C@H](Cc2ccccc2)NC(=O)OC(C)(C)C)o1,-0.3%,-0.7,-11,20,-67*,-3,?,3,-38*
CCc1nn(CC(=O)Nc2c(C)cc(C)cc2C)c(=O)c2cc3sccc3n12,?,-0.2,-1,0,2,-5,48%[activator],-7,8
CC(=O)c1ccc(OCc2cc(C(=O)NCCc3ccc(Cl)cc3)no2)cc1,12%,0.4,-6,7,-21,0,-10%,3,-8
Cc1cc(/C=C(\C#N)C(=O)OCC#N)c(C)n1CC(C)C,-1.2%,-0.8,-8,3,-20,-1,-21%,-6,-12
Cc1c(C(=O)Nc2ccc(S(=O)(=O)NCC3CCCO3)cc2)cccc1[N+](=O)[O-] (centres undefined),3.0%,0.0,0,5,-23,10,-16%,-14,0
N/C(=N\OC(=O)c1cccnc1)c1ccccc1Cl,1.3%,-1.8,-5,1,6,.,-18%,11,8
Cc1ccc(-c2ccc(C(=O)Nc3ccccc3)o2)c2ccccc12,0.7%,-1.0,2,1,.,17,6%,3,24
CC(=O)C1=C(C)N(Cc2ccccc2)C(=O)N[C@H]1CCc1ccccc1,1.7%,-0.4,-3,16,.,5,-9%,2,-31*
COc1ccc(-c2nn3c(-c4ccco4)nnc3s2)cc1OC,18%,0.3,-3,1,7,-3,-24%,23,-16
Cc1ccc(NC(=S)N2CCCC2)cc1Cl,-1.1%,0.6,-18,0,6,11,-20%,-2,-5
COc1ccc(CN(CC(=O)NCCC(C)C)C(=O)CCC(=O)Nc2nccs2)cc1,-4.0%,-0.9,5,-3,-69*,-4,-11%,5,0
Oc1ccc(-c2csc(Nc3cccc4ccccc34)n2)cc1O,1.4%,0.7,-9,3,-13,8,-11%,5,-29
O=C(NN=C1CCCC1)c1sc2ccccc2c1Cl,1.5%,1.0,-2,0,-19,4,-15%,5,-14
COc1cccc(/C(O)=C2\C(=O)C(=O)N(c3ccccn3)C2c2cccc(OC)c2OC)c1 (centres undefined),15%,0.7,1,2,-17,-4,-19%,-9,0
CCOC(=O)c1[nH]nc(N)c1NC(=O)c1ccc(Cl)cc1Cl,0.1%,-0.7,-4,0,7,-1,-12%,-1,-15
O=C1c2ccc3c4c(ccc(c24)C(=O)N1c1ccc(O)cc1)C(=O)N(c1ccc(O)cc1)C3=O,0.7%,-0.1,9,4,7,-1,-13%,5,6
O=C(CNS(=O)(=O)c1ccccc1)N1CCc2ccccc2C1,0.0%,-0.2,1,5,8,2,-15%,0,-2
COc1ccccc1NCCC(=O)OCC(=O)NC1CCCC(C)C1C (centres undefined),0.0%,-3.3,0,1,-7,1,?,10,-3
O=c1[nH][nH]c(C(F)(F)F)c1C=Nc1ccccc1,0.5%,4.4,-9,1,8,5,-18%,-4,-4
CC(=O)N1CCSc2ccc(S(=O)(=O)NCc3ccc(F)cc3)cc21,5.8%,0.0,-4,7,-16,7,-10%,3,-30*
N#Cc1ccc(CN2CCN(C(=O)c3ccccc3)CC2)c(Cl)c1,0.7%,0.7,-2,5,1,-6,-13%,-4,-1
COc1ccc(OC)c(CNC(=O)CN(c2ccc(C)cc2)S(=O)(=O)N(C)C)c1,-0.2%,-0.2,-2,0,.,18,-2%,-4,9
COc1ccc(C(=O)N2CCCC(Nc3ccc(F)cc3)C2)c(OC)c1 (centres undefined),2.7%,-0.5,-1,0,-14,11,-13%,6,-1
O=C(Nc1ccncc1)c1ccc2ncsc2c1,-0.8%,0.3,-6,1,-5,4,.,11,-4
Cc1ccc(N/N=C/c2c(C)c(C#N)c(=O)n(C)c2O)cc1C,1.2%,0.2,2,5,13,15,-11%,14,3
COc1cccc(NC(=O)OCCN2CCN(Cc3ccccc3)CCC2=O)c1,-0.3%,0.1,-5,5,.,-5,2%[110 µM],-4,6
Cc1onc(-c2c(Cl)cccc2Cl)c1C(=O)n1nnc2ccccc21,-0.4%,0.0,7,1,.,-11,-7%,-11,4
O=C(N/N=C/c1ccc([N+](=O)[O-])o1)c1cn(-c2ccccc2)nc1-c1ccccc1,0.2%,2.5,-6,2,4,-7,-3%,-4,-23
Cc1ccnc(NC(=O)CCNC(=O)c2ccccc2Cl)c1,-0.3%,0.4,2,4,10,-1,-2%,-2,12
O=c1[nH]c(O)c(/C=C2\C=Nc3ccccc32)[nH]1,-1.9%,-1.5,-1,1,-7,3,-5%,3,-6
O=C(NCC(c1ccco1)N1CCc2ccccc21)c1ccccc1 (centres undefined),-0.9%,-0.2,-8,4,15,-3,.,51*,0
CCOc1ccc(NC(=O)c2cnn3c2NC(c2ccccc2)=CC3c2cccc(OC)c2OC)cc1 (centres undefined),2.1%,-0.3,-3,5,-6,-7,?,-7,-8
COc1ccc(Nc2ncc3c(n2)CCN(Cc2ccc(Br)s2)C3)c(OC)c1,-2.2%,0.8,0,1,-13,-5,-5%,0,-12
CCC(C)Nc1oc(-c2ccc(COc3ccc(Cl)cc3)o2)nc1C#N (centres undefined),0.9%,0.3,0,1,-35,8,1%,-10,-2
Cc1cccn2c(=O)c(C(=O)NC3CCCCC3C)c(O)nc12 (centres undefined),3.5%,0.7,3,4,-10,-16,.,-3,5
CCc1cccc(C)c1NC(=O)C1C2CCC(O2)C1C(=O)O (centres undefined),0.2%,0.5,-5,3,-8,10,-2%,6,-4
CC(C)Cn1c(-c2cc(Br)ccc2F)nc2c1c(=O)[nH]c(=O)n2CC(C)C,0.2%,-0.9,4,2,-32,1,-9%,-5,29
CC(C)(C)OC(=O)[C@H]1[C@H](c2ccc([N+](=O)[O-])cc2)C2(C(=O)c3ccccc3C2=O)C2c3ccccc3C=NN21 (some centres undefined),-0.5%,-0.1,-1,5,-2,-1,-21%,-15,-9
CN1C(=O)c2ccccc2Sc2ccc(NC(=O)NCc3cccc(Cl)c3)cc21,3.2%,-0.3,0,-1,?,21,0%,-2,-5
Cn1nc(CC(=O)Nc2cccnc2N2CCOCC2)c2ccccc2c1=O,0.5%,0.1,-2,2,.,0,-8%,4,9
# New compounds follow.
SMILES,RXFP1 agonist,TRHR agonist,D1 PAM,D1 agonist,RXFP1 antag,D2 potentiator,Anesthetic bind,TRHR PAM,D1 antagonist
CCOc1ccc(-c2ccc(SCc3ccccn3)nn2)cc1,3.5%,-0.8,-5,0,-25,-1,-4%,0,-2
c1ccc(C[C@H]2CNCCN2CC2(c3ccccc3)CC2)cc1,-0.9%,0.1,-2,3,.,-20,.,0,0
O=C(NCC(c1ccco1)N1CCCC1)c1ccccc1Sc1ccc(C(F)(F)F)cc1[N+](=O)[O-] (centres undefined),0.4%,0.5,1,6,-14,6,.,-1,9
CCCCOc1ccc(NC(=O)C(=O)NCCC2=CCCCC2)cc1,-1.0%,0.4,-4,2,-8,-3,-12%,-1,4
Cc1cc(S(=O)(=O)N2CCOCC2)ccc1OCC(=O)Nc1ccccc1C(F)(F)F,2.8%,-0.3,-8,4,-4,-6,0%,-5,-14
CN(C)C(=O)CSc1cnc2ccccc2n1,0.1%,-0.2,-3,1,-6,2,-4%,5,-1
Cc1ccc(S(=O)(=O)CC(=O)Nc2nc3ccccc3s2)cc1,1.6%,0.0,-7,1,6,-21,-3%,8,-4
Cc1ccc(C2c3sc(=O)[nH]c3SC3C4CC(C5C(=O)N(C(C)C(=O)O)C(=O)C45)C23)cc1 (centres undefined),3.9%,0.1,3,0,21,5,-5%,-3,-17
CCOC(=O)N1CCN(c2nc(-c3ccco3)cc(C(F)(F)F)n2)CC1,3.0%,-0.3,-7,2,-4,11,-5%,1,34
O=C(COc1ccc(F)cc1)NCCN1CCCC1,-0.9%,-0.4,0,1,8,8,2%,0,17
Cc1ncc(N=Nc2ccccc2Cl)c(-c2ccccc2)n1,-0.1%,-0.2,9,5,-5,-1,-16%,0,-4
Cc1ccc2nc(NCc3ccccc3)c3nncn3c2c1,-1.9%,-0.4,-3,0,.,-26,-16%,-4,-14

# Single records, as listed above. Values in the order: RXFP1 agonist, TRHR agonist, D1 PAM, D1 agonist, RXFP1 antag, D2 potentiator, Anesthetic bind, TRHR PAM, D1 antagonist
# Record of Cc1ccc(S(=O)(=O)CC(=O)Nc2nc3ccccc3s2)cc1 = 1.6%, 0.0, -7, 1, 6, -21, -3%, 8, -4
# Record of COc1cccc(NC(=O)OCCN2CCN(Cc3ccccc3)CCC2=O)c1 = -0.3%, 0.1, -5, 5, ., -5, 2%[110 µM], -4, 6
# Record of COc1ccc(C(=O)N2CCCC(Nc3ccc(F)cc3)C2)c(OC)c1 (centres undefined) = 2.7%, -0.5, -1, 0, -14, 11, -13%, 6, -1
# Record of CC(=O)C1=C(C)N(Cc2ccccc2)C(=O)N[C@H]1CCc1ccccc1 = 1.7%, -0.4, -3, 16, ., 5, -9%, 2, -31*
# Record of CCCCOc1ccc(NC(=O)C(=O)NCCC2=CCCCC2)cc1 = -1.0%, 0.4, -4, 2, -8, -3, -12%, -1, 4
